Compound activity (PubChem)
RSV antiviral HEp-2 – RSV antiviral activity via CPE protection, HEp-2 cells, primary 10 µM value included (AID 2391). hit rate 0.13% among 310,000. one-dose CPE inhibition, % at 10 µM; IC50 in µM for titrated hits. HEp-2 cells, RSV-induced CPE inhibition; higher % means a stronger effect; in the data active = a potency from the dose series; note: strong numbers were not always called active
Myeloid diff MLP – induction of myeloid progenitor differentiation, primary screen, cell-based, flow cytometry, MLPCN library | hit rate 1% among 360,000 | ER-HoxA9 myeloid progenitors, lysozyme-GFP differentiation | calls only at 10 µM | AID 624256, 2012;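 active = normalized GFP-positive differentiation at or above the plate's own cutoff, the solvent-only control mean plus 3 SD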;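 note: cells exposed to compound for four days before flow analysis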
Myeloid diff MLP GFP+ MAC1+ % – recorded beside Myeloid diff MLP, whose call it bears; GFP+ MAC1+ double positive, %; measured here: differentiation confirmed by MAC1 staining
Starred values were filed as active, the others as inactive; i = inactive; + = active, no number; ! = not active in a repeat. An excerpt; count on the stated rates, not on these rows.

SMILES,RSV antiviral HEp-2,Myeloid diff MLP,Myeloid diff MLP GFP+ MAC1+ %
Cc1ccsc1C(=O)OCc1cc(=O)n2ccsc2n1,3.6%,i,1.3
O=C1[C@H]2[C@H](C=CC[C@H]2C(=O)N2CCOCC2)CCN1Cc1ccccc1,-0.5%,i,1.1
CCOC(=O)c1c(C)[nH]c(C)c1C(=O)COC(=O)c1sccc1C,1.7%,i,0.1
O=C(COC(=O)c1cccc(S(=O)(=O)N2CCOCC2)c1)Nc1ncc(Cl)cc1Cl,0.2%,i,0.5
COc1cc(CNS(=O)(=O)CCl)cc(OC)c1OC,3.0%,i,0.5
CN(C(=O)COC(=O)C1=COCCO1)C1(C#N)CCCCC1,0.8%,i,1.1
CC1(C)C[C@@H](O)CC2(C1)C[C@]1(C)CC(O)[C@H]2C(C)(C)C1 (stereo not given in full),0.8%,i,0.3
COc1ccc(C)cc1NC(=O)CN1C(=O)C(=O)N(C2CCCC2)C1=O,0.6%,i,1.0
CCCCCCSc1cc(-c2nc3cc(C)ccn3c2NCCCC)ccc1OC,-2.3%,+!,1.7*!
Cc1cc(NC(=O)CSc2n[nH]c(-c3ccc(Cl)cc3Cl)n2)no1,0.0%,i,1.5
COc1ccc(Cl)cc1C(=O)NN=C1CCCC1,2.0%,i,0.6
CN(C)CCNC(C(=O)Nc1cccc(S(=O)(=O)N2CCOCC2)c1)c1ccccc1 (stereo not given),0.1%,i,1.2
OCc1ccc(N=Nc2ccccc2)cc1,1.7%,i,0.9
O=C(COC(=O)COc1cccc(C(F)(F)F)c1)Nc1ccc(N2CCOCC2)cc1,-0.1%,i,1.4
Cc1ccc(NC(=O)Nc2ccccc2F)cc1S(=O)(=O)N1CCOCC1,1.9%,i,0.9
COc1cc(C(=O)OCc2ccccc2C#N)ccc1OCC(=O)N1CCOCC1,0.4%,i,0.4
COC(=O)CC#N,0.3%,i,1.4
COC(=O)C1CCN(CC(=O)N(C)c2c(N)n(Cc3ccccc3)c(=O)[nH]c2=O)CC1,0.4%,i,0.9
CCCn1c(SCC(=O)N(C)CC(=O)Nc2ccc(C)cc2)n[nH]c1=O,0.6%,i,0.6
Cc1ccc(C(=O)NCC(=O)OCc2nnc(-c3ccc([N+](=O)[O-])cc3)o2)s1,1.6%,i,1.0
COc1ccc(NC(=O)CSc2ccc([N+](=O)[O-])cc2)cc1S(=O)(=O)N1CCOCC1,2.9%,i,1.0
COc1ccc(C2=CSC3=NCCN23)cc1Br,1.6%,i,0.2
COc1ccc(C(=O)NCc2ccncc2)cc1S(=O)(=O)N1CCOCC1,-0.3%,i,0.5
Nc1nnc(SCC(=O)NNC(=O)c2ccc([N+](=O)[O-])cc2)s1,0.2%,i,0.6
O=C(c1n[nH]c(=O)c2ccccc12)N1CCN(S(=O)(=O)c2ccccc2Cl)CC1,0.7%,i,0.8

Next entries
SMILES,RSV antiviral HEp-2,Myeloid diff MLP,Myeloid diff MLP GFP+ MAC1+ %
Cc1cc(C(=O)Cn2cc(C(F)(F)F)ccc2=O)c(C)n1CC1CCCO1 (stereo not given),-0.4%,i,0.6
CC1Cc2ccccc2N1S(=O)(=O)c1cccc(C(=O)NCc2ccncc2)c1 (stereo not given),4.6%,i,0.4
Nc1nnc(SCC(=O)NNC(=O)c2ccc(Cl)cc2)s1,0.4%,i,1.4
O=[N+]([O-])c1cc(CS(=O)(=O)Oc2ccc(Cl)cc2)c(O)c([N+](=O)[O-])c1,-1.0%,i,0.7
CN(C)S(=O)(=O)c1cccc(C(=O)OCC(=O)Nc2ccc3c(c2)OCCO3)c1,-0.2%,i,1.2
CC(=O)c1ccc(N(CC(=O)NC2CCS(=O)(=O)C2)S(=O)(=O)c2ccc(Cl)cc2)cc1 (stereo not given),1.3%,i,1.1
CCOc1ccccc1C(=O)NCC(=O)OCc1csc(CC(=O)Nc2ccc(C)cc2)n1,8.1%,i,0.3
COC(=O)/C=C/c1ccc2c(c1)S(=O)(=O)N(Cc1ccc(OC)cc1)[C@H]2CC(=O)OC,2.7%,i,2.0
O=C(NCCCN1CCOCC1)c1cc(S(=O)(=O)N2CCOCC2)c(Cl)cc1Cl,-0.4%,i,0.7
C[C@@H](NC(=O)c1[nH]cnc1C(=O)Nc1cccc(Cl)c1)c1ccccc1,4.3%,i,0.2
O=C(Cc1cccc2ccccc12)NCC(=O)N1CCN(Cc2cccc(C(F)(F)F)c2)CC1,0.3%,i,1.9
COc1ccc(OC)c(/C=C/C(=O)OCC(=O)NC2CCCCCCC2)c1,0.0%,i,0.9
O=C(N/N=C/c1cccnc1)c1ccc(Cl)c(Cl)c1,5.7%,i,0.4
CCOCCCn1c(SC(C)C(=O)NCC2CCCO2)nc2sc(C)c(C)c2c1=O (stereo not given),-0.2%,i,0.8
COc1ccc(Cl)cc1NS(=O)(=O)c1cccc(C(=O)N2CC(C)OC(C)C2)c1 (stereo not given),0.0%,i,0.2
N#Cc1ccccc1S(=O)(=O)N1CCN(C(=O)CCc2ccccc2)CC1,-0.1%,i,0.8
C[C@H](NC(=O)c1nc[nH]c1C(=O)N1CCN(c2ccccc2)CC1)c1ccccc1,-0.8%,i,0.9
Cc1ccc(C(C)C)c(OCC(=O)NNC(=O)Cn2[nH]c(=O)c3ccccc3c2=O)c1,0.2%,i,0.4
Cc1cccc(C)c1NC(=O)CNC(=O)CN1C(=O)NC2(CCc3ccccc32)C1=O (stereo not given),0.6%,i,0.3
Cc1ccccc1-c1nnc(SC(C)C(=O)NC2CCCC2)o1 (stereo not given),-0.5%,i,0.7
COc1ccc(OC)c(-c2csc(NC(=O)COC(=O)C3CC3)n2)c1,1.6%,i,0.9
CC12CCC(CC1=O)C2(C)C (stereo not given),1.8%,i,3.0
O=C1O[C@@H](c2ccc(O)cc2)Cc2cccc(O)c21,1.2%,i,0.9
Cc1ccc2nc(SCC(=O)NCCCN3CCCC3=O)[nH]c2c1,1.6%,i,0.3
CCCn1c(=O)n(C)c(=O)c2c(SCC(=O)Nc3cc(C)on3)nc(C(C)(C)C)nc21,-2.0%,i,0.7

The listing continues:
SMILES,RSV antiviral HEp-2,Myeloid diff MLP,Myeloid diff MLP GFP+ MAC1+ %
O=C(COc1cccc(F)c1)NNC(=O)Cc1ccc(Br)cc1,1.0%,i,0.5
O=C(CSc1ccc2nnc(-c3ccccc3)n2n1)N1CCCCC1,0.1%,i,0.9
Cc1ccc(C)c(C2=NNC(=O)CC2)c1,16%,i,1.5
CSc1cc(-c2ccco2)oc1C(=O)c1ccco1,5.6%,i,0.4
CC(C)(C)OC(=O)N1CCC(Cc2cc(-c3cccnc3)no2)(C(=O)O)CC1,1.3%,+,6.3*
CC(C(=O)Nc1nc(-c2ccc(F)c(F)c2)cs1)N1C(=O)C2CC=CCC2C1=O (stereo not given),2.6%,i,0.3
CCN(CC)S(=O)(=O)c1ccc(C(C)NC(=O)C2CCCN2C(=O)c2cccs2)cc1 (stereo not given),1.2%,i,0.6
C[C@@H](CSc1ccc(Br)cc1)CN1CC[C@H](O)CCC1=O,1.9%,i,1.7
CC1CC(C)CN(C(=O)COC(=O)c2ccc3ncsc3c2)C1 (stereo not given),-0.3%,i,1.1
CCOc1ccc(C(=O)OCC(=O)NC2CCCCCCC2)cc1,2.9%,i,0.7
CCOC(=O)c1ccc(NC(=O)C2CC3CCC2C3)cc1 (stereo not given),1.2%,i,0.2
CC1CCCCC1NC(=O)COC(=O)CCC(=O)c1cccs1 (stereo not given),1.6%,i,0.7
CC1CCCC(NC(=O)Cn2cc([N+](=O)[O-])ccc2=O)C1C (stereo not given),-0.2%,i,0.8
CCCCC1CCCOC(C(=O)NCCNCCO)(C(F)(F)F)C1 (stereo not given),-1.5%,i,1.3
CC(=O)Nc1ccc(S(=O)(=O)N[C@@H](C)C(=O)OCC(=O)NC2CCCC2)cc1,2.9%,i,0.9
CC(OC(=O)c1ccc([N+](=O)[O-])s1)C(=O)NC1CCCCC1C (stereo not given),-1.1%,i,1.1
O=C(CNc1ccc(F)cc1Cl)Nc1cccc(S(=O)(=O)N2CCCCC2)c1,0.1%,i,1.3
O=S(=O)(c1ccc(F)cc1)N1CCN(c2nc(-c3cccnc3)nc3ccccc23)CC1,1.7%,i,1.5
CCN(c1ccccc1)S(=O)(=O)c1ccc(OC)c(NC(=O)C2CC2)c1,4.9%,i,1.0
Cc1ccc(CN2CC(C(=O)NC3CCCC(C)C3C)CC2=O)cc1 (stereo not given),1.0%,i,1.1
COc1cc(C(=O)NNC(=O)c2cccc(Cl)c2)ccc1OCC(=O)N1CCOCC1,0.1%,i,0.9
O=C(CSc1nnc(Nc2ccccc2F)s1)NC(=O)CN1CCCC1=O,2.5%,i,0.8
CCc1nnc(NC(=O)Cc2ccc(S(=O)(=O)N3CCCCC3)cc2)s1,2.9%,i,0.5
CN1CCN(S(=O)(=O)c2ccc(Nc3cccc(Cl)c3)c([N+](=O)[O-])c2)CC1,-0.2%,i,0.8
O=S(=O)(NC1=NCCCCC1)c1ccc(Cl)cc1Cl,1.2%,i,0.3

(list continues)
SMILES,RSV antiviral HEp-2,Myeloid diff MLP,Myeloid diff MLP GFP+ MAC1+ %
CCN1C(=O)[C@H]2[C@@H](c3ccc(-c4ccc(C(C)=O)cc4)cc3)N3CCCC[C@@]3(C(=O)OC)[C@H]2C1=O,5.7%,i,0.3
Cc1ccc(S(=O)(=O)N(C)CC(=O)NCC(c2ccco2)N(C)C)cc1 (stereo not given),-0.2%,i,0.6
COc1ccc(-c2nn(-c3ccccc3)cc2C(=O)NC2CC2)cc1,0.7%,i,0.5
CNc1snc(C)c1C(=O)OCC(=O)c1ccc(Cl)cc1,1.4%,i,0.7
O=S(=O)(NCCOc1ccccc1F)c1cccc(Br)c1,0.9%,i,0.1
Cc1ccc(C(=O)N/N=C/c2cccc3ccccc23)cn1,3.1%,i,0.3
C[C@@H]1C(=O)OC[C@H]1NC(=O)OCc1ccccc1,2.2%,i,0.6
Nc1ccc(Sc2ccccc2Cl)nc1,2.9%,i,0.8
CCCn1nc(C(=O)N2CCc3ccccc32)c2ccccc2c1=O,1.3%,i,0.3
O=C(CSc1nnnn1-c1ccccc1)NC(=O)Cc1ccccc1,0.9%,i,1.0
Cc1cc(C)cc(C(=O)OCC(=O)N2CCCCCC2)c1,-0.1%,i,1.3
O=C(Nc1ccc2c(c1)OCO2)c1cc(Cl)ccn1,0.1%,i,1.1
Cc1cc(C)c(S(=O)(=O)N2CCN(C(=O)C3CCCO3)CC2)c(C)c1 (stereo not given),0.4%,i,0.7
C/C(=N\NC(=O)c1ccc2c(c1)OCO2)c1ccc(NS(C)(=O)=O)cc1,1.3%,i,0.2
CC1(C)CC2CC(C)(CN2C(=O)COC(=O)c2ccccc2C(F)(F)F)C1 (stereo not given),-0.2%,i,1.1
CCCC(C)NC(=O)CN(Cc1ccco1)S(=O)(=O)c1ccccc1 (stereo not given),0.8%,i,0.5
Cc1ccc(C)c(Sc2ccc(NC(=O)CCN3C(=O)NC4(CCCC4)C3=O)cc2)c1,-1.3%,i,0.3
CC(C)(C)OC(=O)N1CCC(NC(=O)c2nc[nH]c2C(=O)NCc2ccccc2)CC1,1.5%,i,3.9
Cn1c(=O)c2c(nc3n2CC(O)CN3c2ccccc2)n(C)c1=O (stereo not given),1.3%,i,0.6
C=CCOC(=O)C1=C[C@@H](c2ccc(C(F)(F)F)cc2)C[C@@H](OCCCCO)O1,4.9%,i,1.5
C=CCNC(=O)c1ccc2c3n(nc2c1)-c1ccc(Cl)cc1CO3,6.7%,i,1.2
O=C(CN1C(=O)c2ccccc2S1(=O)=O)N1CCN(c2cccc(Cl)c2)CC1,2.9%,i,0.7
CC(C)Sc1nnc(SCC(=O)NCCCN2CCCC2=O)s1,1.3%,i,1.1
N#CC1(NC(=O)COC(=O)C2=COCCO2)CCCCC1,-0.6%,i,1.0
Cc1ccsc1CN(C)C(=O)c1cc(S(=O)(=O)N2CCOCC2)ccc1N1CCCC1,0.8%,i,0.3

Full records, looked up by structure. Values in the order: RSV antiviral HEp-2 | Myeloid diff MLP | Myeloid diff MLP GFP+ MAC1+ %
Cc1cc(C)c(S(=O)(=O)N2CCN(C(=O)C3CCCO3)CC2)c(C)c1 (stereo not given) reads 0.4% | i | 0.7
CCCC(C)NC(=O)CN(Cc1ccco1)S(=O)(=O)c1ccccc1 (stereo not given) reads 0.8% | i | 0.5

Five records drawn at random from those above, as already listed:
SMILES,RSV antiviral HEp-2,Myeloid diff MLP,Myeloid diff MLP GFP+ MAC1+ %
COc1ccc(-c2nn(-c3ccccc3)cc2C(=O)NC2CC2)cc1,0.7%,i,0.5
C/C(=N\NC(=O)c1ccc2c(c1)OCO2)c1ccc(NS(C)(=O)=O)cc1,1.3%,i,0.2
CC(C)Sc1nnc(SCC(=O)NCCCN2CCCC2=O)s1,1.3%,i,1.1
CC(C)(C)OC(=O)N1CCC(NC(=O)c2nc[nH]c2C(=O)NCc2ccccc2)CC1,1.5%,i,3.9
Cc1ccsc1CN(C)C(=O)c1cc(S(=O)(=O)N2CCOCC2)ccc1N1CCCC1,0.8%,i,0.3

Next section
SMILES,RSV antiviral HEp-2,Myeloid diff MLP,Myeloid diff MLP GFP+ MAC1+ %
Clc1ccccn1,2.7%,i,2.4
COc1cccc(NC(=O)CN(C)C(=O)c2ccc3c(c2)CC(c2ccccc2)OC3=O)c1 (stereo not given),0.8%,i,0.2
COc1cccc(-n2cnc3sc(-c4ccccc4)cc3c2=O)c1,1.4%,i,0.1
COc1ccc(-c2nn(-c3ccccc3)cc2C(=O)NC(=S)N2CCOCC2)cc1OC,0.5%,i,1.6
